FadD28 binding: inhibitors of FadD28 bisubstrate probe binding, primary screen, biochemical, fluorescence polarization, single point; Mycobacterium tuberculosis FadD28 fatty-acid-AMP ligase; inhibition, % at 12.5 µM; 360,000 tested, 0.22% active; AID 588549, 2011; in the data active = inhibition above about 8.5%, passing the limit was not always enough
BoNT-F LC inh: BoNT/F light chain protease inhibitors, primary screen, biochemical, flow cytometry, MLPCN library. Botulinum neurotoxin type F light chain protease (Clostridium botulinum). Multiplex microsphere protease cleavage assay. inhibition, % at 10 µM. 360,000 tested, 0.22% active; in the data active = inhibition above about 35%, passing the limit was not always enough; also: plate controls were buffer without enzyme for full effect and enzyme alone for no effect
Mtb UGM inh: M. tuberculosis UGM enzyme inhibitors, primary screen, biochemical, fluorescence polarization, single point; UDP-galactopyranose mutase (Mycobacterium tuberculosis (strain ATCC 25618 / H37Rv)), …; purified UGM, fluorescence polarization probe displacement; inhibition, % at 10 µM; 320,000 tested, 0.06% active; AID 504406, 2011; in the data active = inhibition above about 10%, passing the limit was not always enough
GDH-TPI counter: GDH-TPI coupling enzyme inhibitors, primary screen, artefact control for M. tuberculosis FBA inhibitor project, biochemical, absorbance, full deck | GDH-TPI coupled enzyme counterscreen, NADH absorbance | inhibition, % at 4.8 µM | 360,000 tested, 1.2% active | AID 588335, 2011; in the data active = inhibition above about 30%;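 also: 0% = DMSO wells and 100% = wells lacking the enzyme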
BoNT A protease: BoNT/A light chain protease inhibitors, primary screen, biochemical, flow cytometry, MLPCN library; Botulinum neurotoxin type A light chain protease (Clostridium botulinum A str. ATCC 3502); multiplex microsphere protease substrate cleavage; inhibition, % at 10 µM; 360,000 tested, 0.17% active; also: plate controls were buffer without enzyme for full effect and enzyme alone for no effect
Anthrax LF inh2: Bacillus anthracis LF protease inhibitors, primary screen, biochemical, multiplex microsphere, MLPCN library | inhibition, % at 10 µM | Lethal factor (Bacillus anthracis), P15917 | multiplex microsphere protease cleavage assay | 360,000 tested, 0.12% active; also: plate controls were buffer without enzyme for full effect and enzyme alone for no effect
Target sequence (P15917 whole entry, looked up): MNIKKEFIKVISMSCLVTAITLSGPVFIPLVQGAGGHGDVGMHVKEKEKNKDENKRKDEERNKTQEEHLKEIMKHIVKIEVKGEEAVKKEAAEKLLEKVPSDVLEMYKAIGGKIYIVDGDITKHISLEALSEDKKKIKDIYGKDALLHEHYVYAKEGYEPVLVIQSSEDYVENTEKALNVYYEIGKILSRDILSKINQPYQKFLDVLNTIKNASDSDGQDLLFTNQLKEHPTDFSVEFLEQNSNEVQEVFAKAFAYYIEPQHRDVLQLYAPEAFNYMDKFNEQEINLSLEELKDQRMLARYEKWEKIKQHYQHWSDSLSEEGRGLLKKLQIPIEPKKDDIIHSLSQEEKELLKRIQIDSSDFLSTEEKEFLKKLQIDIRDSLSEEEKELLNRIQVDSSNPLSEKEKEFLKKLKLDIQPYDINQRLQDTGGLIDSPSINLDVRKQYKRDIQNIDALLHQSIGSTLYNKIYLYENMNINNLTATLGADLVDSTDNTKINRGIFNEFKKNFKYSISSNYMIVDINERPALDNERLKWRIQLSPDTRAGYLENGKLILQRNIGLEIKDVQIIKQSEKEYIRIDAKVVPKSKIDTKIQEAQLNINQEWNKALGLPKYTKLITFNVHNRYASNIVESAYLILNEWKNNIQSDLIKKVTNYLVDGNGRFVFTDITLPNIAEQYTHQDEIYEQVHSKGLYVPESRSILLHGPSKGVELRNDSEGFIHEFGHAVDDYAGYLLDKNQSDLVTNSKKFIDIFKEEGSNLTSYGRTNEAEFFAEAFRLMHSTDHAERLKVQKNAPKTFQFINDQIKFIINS
PfHsp40 yeast: rescue of yeast from PfHsp40 toxicity, primary screen, S. cerevisiae, ATP luminescence | 340,000 tested, 0.68% active | growth rescue, % at 12.5 µM | S. cerevisiae expressing PfHsp40, growth rescue | AID 504582, 2011; in the data active = growth rescue above about 28%, passing the limit was not always enough;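 also: yeast W303a lacking pdr1 and pdr3 grown in galactose medium; growth measured after three days at 30 °C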
FBA Mtb inh: Mtb FBA enzyme inhibitors, primary screen, biochemical, fluorescence, strain H37Rv; inhibition, % at 1 µM; purified M. tuberculosis FBA, fluorescence read-out; 360,000 tested, 2.3% active; Fructose-bisphosphate aldolase (Mycobacterium tuberculosis (strain ATCC 25618 / H37Rv)), …; AID 588726, 2011; in the data active = inhibition above about 27%;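 also: 0% = vehicle and 100% = reference inhibitor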
BioA inh: M. tuberculosis BioA enzyme inhibitors, primary screen, biochemical, plate reader, single point, HTS; 7,8-diaminopelargonic acid synthase BioA (Mycobacterium tuberculosis); purified M. tuberculosis BioA enzyme; inhibition, % at 9.99 µM; 360,000 tested, 0.096% active; in the data active = inhibition above about 40%
* hit, by the source's call; . = no result given. Rule as the data show it, unless noted: active = inhibition above about 30%; inconclusive = no clear call, values can overlap the other calls; inactive = below that.

SMILES | FadD28 binding | BoNT-F LC inh | Mtb UGM inh | GDH-TPI counter | BoNT A protease | Anthrax LF inh2 | PfHsp40 yeast | FBA Mtb inh | BioA inh
COc1cccc(C(C(=O)NC(C)(C)C)N(CCC(C)C)C(=O)CCC(=O)Nc2cc(C)on2)c1OC (stereo unspecified) | 0.2 | -14 | 1.2 | 0 | -1.7 | -3 | -0.3 | 2 | .
CCCC1NC(=O)NC(C)=C1C(=O)OCC (stereo unspecified) | -2.5 | 3 | 3.2 | 4 | 1.8 | 0 | 4.3 | -1 | -0.5
CCC(=O)Nc1sc2c(c1C(=O)OC)CCN(Cc1ccccc1)C2 | -0.7 | 5 | 0.7 | 4 | 1.1 | -5 | 0.7 | 2 | -0.9
Cc1ccc(OCC(=O)N2c3ccccc3CC2C)c([N+](=O)[O-])n1 (stereo unspecified) | -0.1 | 3 | -2.5 | 4 | 0.0 | 4 | 0.6 | 2 | .
CCOC(=O)C1=C(CC)Nc2ccccc2N=C1NC(=O)c1ccc(S(=O)(=O)N2CCCC2)cc1 | 0.0 | -3 | -2.6 | 6 | -0.3 | -4 | 0.9 | 1 | .
O=C(Nc1cc([N+](=O)[O-])ccc1F)c1cccs1 | -1.6 | 29 | -3.0 | -4 | 2.2 | 11 | 3.0 | 3 | .
COc1ccc2cc(Br)ccc2c1CC(=O)NCCCN1CCOCC1 | -5.6 | 11 | 3.0 | 6 | -0.3 | 6 | -1.2 | -2 | .
O=C(C1=C(O)C(=O)N(CC2CCCO2)C1c1ccccc1F)c1ccco1 (stereo unspecified) | . | 1 | 0.8 | 15 | -0.3 | 3 | -0.5 | -2 | -0.5
O=C(Nc1nccs1)c1cccc(NC(=O)c2ccco2)c1 | -3.6 | 22 | -0.7 | 4 | 0.7 | 5 | -0.3 | -3 | -0.5
O=C(Nc1ccc(S(=O)(=O)NCc2ccccc2)cc1)c1ccc(Br)o1 | -1.3 | 4 | 0.0 | 12 | -0.4 | 2 | 0.8 | 7 | -2.8
CCOC(=O)[C@@H](NC(=O)/C=C/[C@H]1O[C@@H](n2cc(C)c(=O)[nH]c2=O)C[C@@H]1O)C(C)C | -0.1 | -2 | . | . | -0.4 | -6 | . | 3 | -2.6
CCc1cc(C(=O)N/N=C/c2ccc(OC)cc2)c2ccccc2n1 | -3.3 | 8 | 0.9 | 17 | 0.6 | 9 | 1.2 | -1 | 1.5
CCc1ccc(OCCCC(=O)Nc2cccc(C(=O)O)c2)cc1 | -0.7 | 0 | 0.1 | 11 | -0.6 | 0 | 1.2 | -2 | -3.9
COCCN(C(=O)c1csnn1)C(C(=O)NC1CCCC1)c1ccccc1F (stereo unspecified) | . | -17 | 0.9 | 1 | -1.2 | -8 | -0.1 | 1 | .
N=C1c2ccccc2CN1NC(=O)c1ccccc1 | -1.6 | -4 | 1.9 | 6 | -0.2 | -2 | -0.8 | -2 | .
CC(=O)NS(=O)(=O)c1ccc(N=c2ssc3c2-c2ccc(C)cc2NC3(C)C)cc1 | 14* | 7 | -2.3 | 20 | 0.9 | 1 | -1.2 | -1 | .
O=C(O)CC(SCC(=O)Nc1ccc(Cl)c(S(=O)(=O)N2CCOCC2)c1)C(=O)O (stereo unspecified) | 0.3 | 2 | -2.7 | -1 | 0.2 | 1 | 0.0 | 13 | 0.0
COc1ccc(OC)c(NC(=S)NN2CCOCC2)c1 | -1.6 | 11 | -0.1 | 5 | 1.2 | 0 | -1.2 | -6 | -0.3
CCOc1cccc2sc(N(CCCN(C)C)C(=O)Cc3ccccc3)nc12 | -0.7 | 0 | -5.5 | 11 | -0.8 | 0 | -0.2 | -1 | -1.6
O=C1C=C(NCc2ccccc2)c2ccccc2C1=O | -0.2 | 0 | . | -10 | 1.9 | -5 | 1.9 | -2 | .
Cc1ccc(C2C(C#N)=C(N)OC3=C2C(=O)CC(C)(C)C3)s1 (stereo unspecified) | 0.8 | -10 | 2.3 | 11 | -0.6 | -2 | 1.0 | 0 | -2.3
CC(C)(CN=C1NS(=O)(=O)c2ccccc21)CNC(=O)c1ccccc1 | -4.2 | -4 | 1.0 | -5 | -1.4 | 0 | 0.2 | 0 | 2.0
COc1ccc(NS(=O)(=O)c2cccc(C(=O)NCC(c3ccco3)N3CCCC3)c2)cc1 (stereo unspecified) | -2.2 | 4 | 2.7 | 4 | 2.1 | 0 | 0.4 | 2 | .
CCCCNC(=O)CCn1nc(-c2ccc(Cl)cc2)ccc1=O | -4.2 | -6 | -1.0 | 2 | 1.2 | 7 | 1.6 | 2 | .
Cc1cc(C)c2nc(SCC(=O)N3CCCCC3)c(C#N)cc2c1 | -2.1 | -3 | . | 8 | 0.3 | -3 | 0.7 | 1 | -0.8

An excerpt from above in order of heavy-atom count, highest first.
SMILES | FadD28 binding | BoNT-F LC inh | Mtb UGM inh | GDH-TPI counter | BoNT A protease | Anthrax LF inh2 | PfHsp40 yeast | FBA Mtb inh | BioA inh
COc1ccc(NS(=O)(=O)c2cccc(C(=O)NCC(c3ccco3)N3CCCC3)c2)cc1 (stereo unspecified) | -2.2 | 4 | 2.7 | 4 | 2.1 | 0 | 0.4 | 2 | .
CC(=O)NS(=O)(=O)c1ccc(N=c2ssc3c2-c2ccc(C)cc2NC3(C)C)cc1 | 14* | 7 | -2.3 | 20 | 0.9 | 1 | -1.2 | -1 | .
CCC(=O)Nc1sc2c(c1C(=O)OC)CCN(Cc1ccccc1)C2 | -0.7 | 5 | 0.7 | 4 | 1.1 | -5 | 0.7 | 2 | -0.9

Other structures
SMILES | FadD28 binding | BoNT-F LC inh | Mtb UGM inh | GDH-TPI counter | BoNT A protease | Anthrax LF inh2 | PfHsp40 yeast | FBA Mtb inh | BioA inh
CC(=O)NS(=O)(=O)c1cccnc1Nc1ccc(Cl)cc1 | -1.3 | 9 | -1.2 | 11 | 0.2 | 0 | -1.2 | 12 | -0.5
CCOc1cc(/C=C2\CCC/C(=C\c3cc(Cl)c(O)c(OCC)c3)C2=O)cc(Cl)c1O | -3.3 | -6 | -1.1 | 14 | 4.2 | 3 | -0.7 | -18 | 0.1
Cc1ccc(CN2CCN(/N=C/c3ccc(C)s3)CC2)c(C)c1 | -3.0 | -7 | -2.6 | 10 | -2.3 | -5 | 9.4 | -1 | 0.4
O=C(NC(=S)Nc1nc2c(s1)CSc1ccccc1-2)c1ccccc1 | -2.1 | 3 | -1.2 | -3 | 0.3 | 1 | -0.8 | 3 | -0.9
CC(C)(C)C1CCc2c(sc3ncn(N)c(=N)c23)C1 (stereo unspecified) | -1.7 | -5 | -0.3 | 3 | -1.2 | 1 | -0.3 | 6 | 0.9
O=C(COc1ccccc1[N+](=O)[O-])NCC1(N2CCOCC2)CCCCC1 | -0.9 | -4 | 1.1 | -2 | -0.3 | -2 | -1.2 | 0 | 2.1
CCN(CC)CCCOc1ccc(C)cc1Br | -1.8 | -10 | 0.6 | 4 | -0.3 | -1 | 3.1 | 1 | -0.4
CC(=O)c1ccccc1NC(=O)COC(=O)c1cc(C)oc1C | -1.6 | 0 | 0.5 | 4 | -1.5 | -1 | -0.9 | -4 | -0.4
Cc1sc(-c2ccncc2)nc1OC(=O)c1ccc(Cl)cc1 | -0.1 | -4 | -1.6 | 5 | 0.3 | -5 | -2.1 | 0 | -0.6
O=C(CNC(=O)c1cc2c(n(-c3ccccc3)c1=O)CCCC2=O)c1ccccc1 | -2.9 | 1 | -4.5 | 12 | 0.6 | -3 | 0.0 | 6 | 1.9
CCCCN(CCCC)CCNC(=O)c1cn(CC)c2ccc(S(=O)(=O)N3CCCC3)cc2c1=O | 0.2 | 2 | 0.7 | 7 | -1.6 | -5 | 0.1 | -2 | 2.5
O=C(Cn1nc(-c2ccccc2)oc1=O)OCC(=O)c1ccc(F)c(F)c1 | 1.0 | 0 | 1.6 | 0 | 0.3 | -2 | -1.1 | -2 | -1.1
O=C(NNc1ccc([N+](=O)[O-])cc1)c1ccco1 | -0.2 | 0 | 1.0 | 25 | 2.1 | 0 | 1.6 | 5 | -2.3
COCCN(C(=O)CNC(=O)c1ccco1)C(C(=O)NC1CCCC1)c1ccccc1 (stereo unspecified) | 0.2 | 2 | 2.6 | -1 | -2.1 | -1 | -0.7 | -2 | -1.1
CC(=O)N(CCCCN1C(=O)c2ccccc2C1=O)c1ccc(C)cc1 | -3.5 | . | -4.1 | 5 | . | . | -1.7 | -10 | 0.9
COCCOc1nc2c(c(=O)n(C)c(=O)n2C)n1CCc1ccccc1 | -0.4 | -13 | -0.2 | 11 | -0.7 | -1 | 1.6 | 1 | 1.2
COc1ccc(/C=N/NC(=O)CN(C2=NS(=O)(=O)c3ccccc32)c2ccccc2)cc1 | -1.0 | 1 | -0.3 | -3 | -0.6 | 2 | 0.8 | 1 | -0.3
C=COCCNC(=O)C(=O)NCC(C)C | -1.6 | 1 | 1.5 | 13 | -0.5 | -2 | -2.6 | 2 | -3.4
Cc1noc(C)c1COC(=O)c1cc(F)c(F)cc1Cl | -3.4 | -10 | -1.5 | 2 | 0.8 | 0 | -1.4 | -3 | 0.2
COCCSc1ccccc1C(=O)NCCc1ccccc1 | 0.8 | -2 | 0.0 | 0 | -1.0 | 10 | -2.0 | -1 | .
CCC1=C(NCc2ccccc2)COC1=O | -3.7 | 3 | . | -2 | 0.2 | -3 | . | -5 | 0.1
CC(C)(C)C(=O)OCOC(=O)[C@@H]1N2C(=O)[C@@H](N=CN3CCCCCC3)[C@H]2SC1(C)C | -0.3 | 0 | -3.5 | 11 | -0.6 | -10 | -0.5 | 3 | -1.1
C=CCNC(=O)c1onc(CSc2ccc(F)cc2)c1C(=O)NCC=C | -1.7 | 0 | -3.1 | 5 | 0.4 | 3 | 0.0 | 5 | -1.6
CC(=O)Cc1nsc(NC(=O)c2oc(-c3ccccc3Cl)cc2C)n1 | -3.3 | 1 | -1.5 | 56* | -0.6 | 3 | 0.4 | 5 | -1.0
O=C(C[C@@H]1C/C=C\C[C@H](NC(=O)OCC2c3ccccc3-c3ccccc32)C(=O)OC[C@H]2CCCN2C1=O)N[C@H](CO)Cc1ccccc1 | -9.1 | -7 | 0.6 | -4 | 0.4 | -6 | 0.6 | -2 | 1.0
CC(=O)C1CCC2C3CCC4=CC(=O)C=CC4(C)C3CCC12C (stereo unspecified) | . | 10 | . | 16 | 0.5 | 6 | 0.5 | 0 | 8.8

Of the compounds above, these contain fluorine.
SMILES | FadD28 binding | BoNT-F LC inh | Mtb UGM inh | GDH-TPI counter | BoNT A protease | Anthrax LF inh2 | PfHsp40 yeast | FBA Mtb inh | BioA inh
O=C(Nc1cc([N+](=O)[O-])ccc1F)c1cccs1 | -1.6 | 29 | -3.0 | -4 | 2.2 | 11 | 3.0 | 3 | .
O=C(C1=C(O)C(=O)N(CC2CCCO2)C1c1ccccc1F)c1ccco1 (stereo unspecified) | . | 1 | 0.8 | 15 | -0.3 | 3 | -0.5 | -2 | -0.5
COCCN(C(=O)c1csnn1)C(C(=O)NC1CCCC1)c1ccccc1F (stereo unspecified) | . | -17 | 0.9 | 1 | -1.2 | -8 | -0.1 | 1 | .
O=C(Cn1nc(-c2ccccc2)oc1=O)OCC(=O)c1ccc(F)c(F)c1 | 1.0 | 0 | 1.6 | 0 | 0.3 | -2 | -1.1 | -2 | -1.1
Cc1noc(C)c1COC(=O)c1cc(F)c(F)cc1Cl | -3.4 | -10 | -1.5 | 2 | 0.8 | 0 | -1.4 | -3 | 0.2
C=CCNC(=O)c1onc(CSc2ccc(F)cc2)c1C(=O)NCC=C | -1.7 | 0 | -3.1 | 5 | 0.4 | 3 | 0.0 | 5 | -1.6

Source: PubChem
